Screening results (PubChem)
GLD-1 RNA inh = GLD-1-TGE RNA interaction inhibition (C. elegans); Q17339; purified GLD-1 + fluorescein TGE RNA, fluorescence polarization; inhibition, % at 5.96 µM; 0.44% of 320,000 active;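 active = percent inhibition above a per-plate cutoff, the plate mean of test compounds plus 3 SD, cut at about 30% in these data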;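 also: 0% = DMSO wells with GLD-1 and probe and 100% = wells lacking GLD-1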
VLA-4 inh = inhibition in a human VLA-4 binding assay | P13612 | VLA-4 expressing cells, ligand binding flow cytometry | inhibition, % (about 7 µM as worked out from the volumes in the protocol) | 0.2% of 330,000 active; in the data active = inhibition above about 50%
Yeast superoxide = lowers age-related superoxide in aged yeast cells; AID 2690; S. cerevisiae aged cells, superoxide DHE fluorescence; active compounds read low; 0.18% of 330,000 active; superoxide response (% of plate mean), % at 10 µM;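 active = superoxide response under a set limit, about three screen SD below normal, cut at about 65% in these data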;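 also: yeast aged for seven days with compound at 30 °C before DHE staining; 100% = average MFI of all compound-treated wells on the plate with controls excluded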
GRK2 inh = blocks RNA aptamer binding to human GRK2; bead flow cytometry, FAM-aptamer displacement from GRK2; P25098; 0.59% of 330,000 active; inhibition of aptamer binding, % at 10 µM;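 active = inhibition of aptamer binding above 40%, roughly 3 SD of noise, on plates passing a quality check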;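 also: median bead fluorescence of bound FAM aptamer so fluorescent compounds give negative values; no value below 0 was filed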
Target sequence (P25098 whole entry, looked up): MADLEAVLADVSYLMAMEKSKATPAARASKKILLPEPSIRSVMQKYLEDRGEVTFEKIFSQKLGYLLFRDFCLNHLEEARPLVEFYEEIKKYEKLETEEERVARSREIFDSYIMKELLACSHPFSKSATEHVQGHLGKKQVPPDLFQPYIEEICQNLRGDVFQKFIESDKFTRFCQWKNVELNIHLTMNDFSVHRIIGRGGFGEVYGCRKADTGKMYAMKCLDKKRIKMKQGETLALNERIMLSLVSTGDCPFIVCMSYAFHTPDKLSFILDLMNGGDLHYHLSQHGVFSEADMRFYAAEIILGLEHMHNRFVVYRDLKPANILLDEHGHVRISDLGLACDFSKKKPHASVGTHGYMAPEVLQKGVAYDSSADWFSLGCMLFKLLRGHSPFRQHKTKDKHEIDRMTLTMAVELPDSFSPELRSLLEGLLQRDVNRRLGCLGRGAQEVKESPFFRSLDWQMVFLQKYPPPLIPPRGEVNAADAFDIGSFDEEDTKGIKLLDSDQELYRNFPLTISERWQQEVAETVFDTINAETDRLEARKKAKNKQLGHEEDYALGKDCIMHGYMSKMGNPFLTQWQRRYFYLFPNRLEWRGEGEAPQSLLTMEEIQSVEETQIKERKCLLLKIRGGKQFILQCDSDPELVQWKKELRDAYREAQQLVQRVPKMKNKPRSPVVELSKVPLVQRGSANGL
AGP1 TOR yeast = modulators of TOR pathway AGP1-GFP in S. cerevisiae; GFP response vs DMSO, % at 10 µM; AID 2066; 0.02% of 320,000 active; S. cerevisiae AGP1-GFP multiplex flow cytometry, 3 h; GFP as percent of DMSO wells;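 active = GFP response relative to DMSO above a set limit, near screen average plus 3 SD, cut at about 150% in these data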;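 also: median GFP channel fluorescence of the gated AGP1 strain per well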
MEX-5 binding = C. elegans MEX-5 TCR-2 RNA binding activity | Q9XUB2 | MEX-5/FITC-TCR2 RNA binding, fluorescence polarization; active compounds read low | activity score (negative = inhibition of binding), % at 10 µM | 0.38% of 300,000 active;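 active = inhibition past about -25% in most replicates, and total fluorescence under double the plate's negative control median, limit read from the data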;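 also: 0% = DMSO and -100% = 5 µM competing unlabeled TCR2 RNA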
CIT2-GFP yeast = alters CIT2-GFP fluorescence in TOR pathway yeast screen. S. cerevisiae CIT2-GFP strain, flow cytometry, 3 h; 100 means same as DMSO wells. 0.065% of 320,000 active. AID 2029. GFP response vs DMSO, % at 10 µM;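 active = GFP response relative to DMSO above a set limit, near the screen mean plus 3 SD, cut at about 150% in these data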;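 also: ratio of well median GFP fluorescence to mean of DMSO wells on the plate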
Bcl-xL primary = inhibitors of human Bcl-xL. GST-Bcl-xL / FITC-Bim BH3 peptide fluorescence polarization. 0.7% of 320,000 active. inhibition, % at 10.9 µM. Q07817. AID 2129;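 active = inhibition above the mean of all tested compounds plus 3 SD, cutoff set per campaign, cut at about 30% in these data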;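 also: 0% = DMSO wells and 100% = unlabeled Bim-BH3 peptide competitor; inhibitors lower millipolarization by displacing the labeled peptide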
MCL1 BIM primary = disrupts human MCL1 binding to BIM-BH3 peptide; 0.68% of 320,000 active; Q07820; inhibition, % at 10.9 µM; GST-MCL1 / FITC-Bim-BH3 fluorescence polarization;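 active = inhibition above the mean inhibition of all tested compounds plus 3 SD, set per campaign, cut at about 40% in these data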;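 also: 0% = DMSO wells and 100% = unlabeled Bim-BH3 peptide control; higher means more loss of mP so more displacement of Bim peptide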
Target sequence (Q07820 whole entry, looked up): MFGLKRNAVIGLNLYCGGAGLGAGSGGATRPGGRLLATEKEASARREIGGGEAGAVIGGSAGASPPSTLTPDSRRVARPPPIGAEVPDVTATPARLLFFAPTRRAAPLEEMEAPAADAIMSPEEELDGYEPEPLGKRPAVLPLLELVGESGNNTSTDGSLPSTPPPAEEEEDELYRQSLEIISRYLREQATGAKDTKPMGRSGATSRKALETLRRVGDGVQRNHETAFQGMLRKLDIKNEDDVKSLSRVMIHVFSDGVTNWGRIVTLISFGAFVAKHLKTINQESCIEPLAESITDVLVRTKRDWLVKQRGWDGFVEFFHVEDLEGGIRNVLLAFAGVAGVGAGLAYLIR
* marks the source's active call; other numbers are inactive results; / = not tested or not shown.

SMILES	GLD-1 RNA inh	VLA-4 inh	Yeast superoxide	GRK2 inh	AGP1 TOR yeast	MEX-5 binding	CIT2-GFP yeast	Bcl-xL primary	MCL1 BIM primary
CC1CCCN(S(=O)(=O)c2ccc(C(=O)Nc3nnc(-c4ccncc4)o3)cc2)C1 (centres undefined)	9	3	91	0	91	1.4	109	6	10
Cc1nn(Cc2ccc(Cl)c(Cl)c2)c(C)c1NC(=O)c1cc(CC(C)C)on1	0	-3	91	0	103	4.7	95	3	1
O=C(Nc1nnc(CCc2ccccc2)s1)C1CCCO1 (centres undefined)	8	0	96	0	108	-2.1	113	7	-3
COc1ccc2c(c1OC)C(=O)OC2Nc1ncccc1C (centres undefined)	2	10	102	0	104	-2.3	93	3	4
O=C(N/N=C/C(Br)=C/c1ccccc1)c1ccccc1F	5	16	114	0	86	-1.9	70	4	4
O=C(N[C@H](C(=O)O)c1ccccc1)C1CCC(Cn2cnc3ccccc3c2=O)CC1 (some centres undefined)	-1	-3	109	0	101	-0.4	101	5	7
CC(NC(=O)CCC1COc2ccccc2O1)c1ccccc1 (centres undefined)	8	2	95	1	95	-1.5	88	6	-2
C=CCN1CCN(C(=O)c2oc3ccccc3c2C)CC1	10	-16	108	0	102	0.6	105	2	9
O=c1c(O)c(-c2cccs2)oc2ccccc12	23	-6	86	4	76	-7.6	65	2	-2
COc1cccc(/C=N/NC(=O)c2cc3c(OC)ccc(OC)c3[nH]2)c1O	-3	36	109	0	104	-2.3	89	3	-2
Cc1cc(C)cc(-n2ncc3c2CCCC3NC(=O)c2cc(C)[nH]n2)c1 (centres undefined)	1	-2	107	2	93	0.7	98	-1	5
Cn1nnc(NCc2cc(Br)ccc2OCc2cccs2)n1	-8	9	124	13	94	0.4	100	1	-7
O=C1CN(C(=O)c2c(F)cccc2F)C(c2ccc(F)cc2)c2cc(F)ccc2N1 (centres undefined)	-1	10	93	0	94	2.2	102	1	-1
COC(=O)c1ccc(-n2c(C)cc(C(=O)CSc3ccc(NC(C)=O)cc3)c2C)cc1	3	40	110	1	113	4.8	83	-4	-5
CC(=O)N1CCc2cc(S(=O)(=O)CCC(=O)O)ccc21	-7	-19	101	3	108	3.3	117	10	4

Quoted at random: 3 records from the list
SMILES	GLD-1 RNA inh	VLA-4 inh	Yeast superoxide	GRK2 inh	AGP1 TOR yeast	MEX-5 binding	CIT2-GFP yeast	Bcl-xL primary	MCL1 BIM primary
O=C(N[C@H](C(=O)O)c1ccccc1)C1CCC(Cn2cnc3ccccc3c2=O)CC1 (some centres undefined)	-1	-3	109	0	101	-0.4	101	5	7
Cn1nnc(NCc2cc(Br)ccc2OCc2cccs2)n1	-8	9	124	13	94	0.4	100	1	-7
C=CCN1CCN(C(=O)c2oc3ccccc3c2C)CC1	10	-16	108	0	102	0.6	105	2	9

Going on with the list.
SMILES	GLD-1 RNA inh	VLA-4 inh	Yeast superoxide	GRK2 inh	AGP1 TOR yeast	MEX-5 binding	CIT2-GFP yeast	Bcl-xL primary	MCL1 BIM primary
COc1ccnc(CN(C)C(=O)C2CCC(=O)N(CCN(C)C)C2)c1 (centres undefined)	5	7	104	0	99	-2.5	101	4	0
Cn1cccc1C(=O)NCCc1ccc(Cl)cc1	-7	7	100	2	99	4.2	99	-1	3
CN(C)CCCOc1ccc(Cl)cc1Br	-2	4	105	0	99	-1.8	97	6	3
CCC(CC)CN1C(Nc2ccccc2)=NC[C@@H]1C	6	-5	107	1	79	1.9	66	5	6
CCOC(=O)c1c(/N=C/c2cc(C)ccc2O)sc2c1CCN(C)C2	-2	-6	94	0	95	0.1	97	-1	2
CCCCNC(=O)CSc1nc2ccc(Nc3nc(N4CCOCC4)nc(N4CCOCC4)n3)cc2s1	4	-2	102	1	112	-2.0	95	-7	-9
Cc1cccc(NC(=O)Cn2c(=O)n(Cc3ccccc3)c(=O)c3c(C)c(C)sc32)c1	3	14	111	0	100	-0.5	97	-5	2
COc1cc(NC2=CC(=O)CC(C)(C)C2)cc(OC)c1	7	5	115	0	102	0.8	96	6	1
CCN(CC)CCN1C(=O)c2oc3ccccc3c(=O)c2C1c1ccc(C)cc1 (centres undefined)	-6	3	96	0	106	1.9	109	2	4
C=CCn1c(CCNC(=O)c2ccccc2F)nnc1SCC(=O)Nc1ccccc1F	4	-3	110	0	111	2.7	106	2	5
O=C(CNC(=O)c1ccc(Cl)cc1Cl)NCCCn1ccnc1	8	0	87	11	105	2.3	108	6	2
CSc1ncccc1C(=O)N1CCCC(Nc2ccc(C)c(C)c2)C1 (centres undefined)	/	19	99	0	103	1.9	107	/	/
CCCCc1ccc(-c2csc(/C(C#N)=C/c3ccco3)n2)cc1	-7	-3	76	0	95	-1.0	110	-8	-21
CC(C)c1ccc(NC(=O)NC2CC3CCC(C2)N3Cc2cccs2)cc1 (centres undefined)	-4	27	91	0	112	2.9	111	0	0
COc1ccc(-c2[nH]c(-c3ccc(C)cc3)nc2SCC(=O)NCc2ccco2)cc1OC	2	-12	81	0	108	-0.9	105	3	5

Single records, from the list above. Screens in order: GLD-1 RNA inh	VLA-4 inh	Yeast superoxide	GRK2 inh	AGP1 TOR yeast	MEX-5 binding	CIT2-GFP yeast	Bcl-xL primary	MCL1 BIM primary
Shown for Cc1cccc(NC(=O)Cn2c(=O)n(Cc3ccccc3)c(=O)c3c(C)c(C)sc32)c1 = 3	14	111	0	100	-0.5	97	-5	2
Shown for O=c1c(O)c(-c2cccs2)oc2ccccc12 = 23	-6	86	4	76	-7.6	65	2	-2

Remaining list, next part:
SMILES	GLD-1 RNA inh	VLA-4 inh	Yeast superoxide	GRK2 inh	AGP1 TOR yeast	MEX-5 binding	CIT2-GFP yeast	Bcl-xL primary	MCL1 BIM primary
COc1ccc(C2=NOC(COc3ccc([N+](=O)[O-])cc3)C2)cc1 (centres undefined)	3	16	107	2	100	1.2	92	-6	2
CC(Sc1nnc(-c2cccs2)n1N)C(=O)NCC1CCCO1 (centres undefined)	11	-2	100	2	101	-0.1	102	-16	-11
Cc1ccc(-c2noc(C3CCCCC3)n2)cc1	-4	-6	100	0	110	-3.2	122	-3	3
CCO/C(C)=C1\C(=O)N(CC)c2ccccc21	-7	-4	90	0	109	-0.7	95	5	0
CC(=O)C1C(c2ccco2)c2c(noc2C)CC1(C)O (centres undefined)	7	6	90	0	111	-3.2	106	7	13
CC(NCC1(N2CCOCC2)CCCCC1)C(=O)N1CCc2ccccc21 (centres undefined)	-3	-2	94	1	103	0.4	97	3	2
COc1ccc(-c2nnc3ccc(SCC(=O)N4CCCCCC4)nn23)cc1OC	-1	15	90	5	102	1.7	100	1	0
Cc1c(Cl)cccc1NC(=O)COC(=O)CCc1nc2ccccc2n1-c1ccccc1	-1	-3	109	0	104	1.5	99	3	-9
CC(=O)Nc1ccc(NC(=O)Cn2c(CC(=O)N3CCCC3)nc3ccccc32)cc1	5	13	139	2	104	0.5	104	0	1
CC(=O)Nc1nc2ccccc2n1Cc1ccc(Cl)cc1	3	9	101	0	102	4.2	101	2	2
CC(C)c1ccc(NC2(C#N)C(=O)Nc3ccccc32)cc1 (centres undefined)	2	-3	99	0	101	-2.3	98	2	-4
CCOc1ccccc1CN1CCN(Cc2cc(=O)c3ccccc3[nH]2)CC1CCO (centres undefined)	-1	15	93	0	102	1.9	104	1	-5
CC(=O)NC(C)C(=O)OCC(=O)Nc1ccc(Br)cc1 (centres undefined)	8	6	101	0	101	-1.8	104	5	2
Cc1nn2cc(-c3cccc(Cl)c3)cnc2c1Cl	6	-1	120	1	101	-1.3	101	3	-2
COc1ccccc1NC(=O)c1ccccc1NS(=O)(=O)c1cccs1	4	12	101	2	96	-1.4	98	7	6
CC(=O)NCCC(=O)NCc1ccc(F)cc1	-5	3	102	0	93	1.7	82	-2	-11
Cc1ccc(N(C(=O)Nc2ccccc2)C2=NCC(C)S2)cc1 (centres undefined)	-6	15	86	4	100	0.1	94	-2	-1
O=S(=O)(/N=C/c1c(O)ccc2ccccc12)c1ccccc1	4	6	108	0	102	1.4	106	9	18
Cc1cccc(NC(=O)CC2SC(=NC3CCCCC3)NC2=O)c1 (centres undefined)	-2	16	113	1	101	2.2	97	6	4
CC(=O)N1C(c2ccccc2)CC(=O)OC1c1ccc2c(c1)OCO2 (centres undefined)	-2	35	107	0	102	0.2	104	5	2
CCC(C)(C)NC(=O)CN(CC1CCCO1)C(=O)CCC(=O)Nc1nccs1 (centres undefined)	-4	6	103	0	112	0.0	107	6	-8
CCCCNC(=O)N1CCCC(N(C)CCc2ccc(OC)c(OC)c2)C1 (centres undefined)	2	5	101	2	99	1.6	105	7	12
COc1ccc(N2CCN(CC(=O)c3ccccc3)CC2)cc1	1	-3	90	1	96	0.3	105	5	7
CC(CC(=O)NCc1ccc(Cl)cc1)S(=O)(=O)c1ccc2c(c1)NC(=O)CO2 (centres undefined)	-1	1	85	0	106	0.4	106	5	-1
CC(Cc1c[nH]c2ccccc12)C(=O)O (centres undefined)	7	16	80	21	104	0.2	111	2	8
Cc1cc(CNC(=O)c2ccc(C)c([N+](=O)[O-])c2)c2ccccc2n1	-7	28	154	1	97	-1.9	100	6	-7
COCc1c(Br)c(C)nc(OCC(=O)N/N=C/c2cc(C)n(-c3ccc([N+](=O)[O-])cc3)c2C)c1C#N	1	7	83	0	102	-0.3	101	-1	-1
COC(=O)c1ccccc1Oc1cnc2ccccc2n1	5	-7	102	0	112	0.2	101	2	-3
COc1cc(/C=N/NC(=O)c2ccc(Cn3cc([N+](=O)[O-])cn3)o2)cc(Br)c1O	9	-11	104	0	100	-1.8	95	1	-4
CCOC(=O)c1c(CN2CCC(C)CC2)n(C)c2cc(Br)c(OC)cc12	-4	2	108	1	123	3.6	127	-2	0
CCCCCOC(=O)Cc1c(C)nc(-c2ccccc2)[nH]c1=O	-1	-1	99	0	98	-0.8	101	6	6
COc1cccc(C(=O)NCC(=O)OCc2ccc(F)cc2Cl)c1	6	-2	101	3	99	-1.0	90	3	-16
COc1ccccc1C(=O)Nc1cccc2nc(C)ccc12	7	13	117	1	98	-2.0	97	6	1
Cc1ccc(NC(=O)CC2SC3=NCCN3C2=O)cc1 (centres undefined)	4	5	103	0	34	-0.1	70	10	7
COC(=O)c1ccc(/C=N/N2C(C)CCCC2C)cc1 (centres undefined)	6	13	88	3	94	-0.8	89	2	3
CC(C)(C)c1cc(Cc2ccccc2)[nH]n1	1	1	99	0	96	0.1	96	3	-6
CCCC(=O)N1CCN(c2ccc(NC(=S)NC(=O)c3cccc(C)c3)cc2)CC1	-8	-1	69	0	76	-3.1	97	7	8
COCCN(C(=O)COC(=O)CC(C)c1ccccc1)c1c(N)n(Cc2ccccc2)c(=O)[nH]c1=O (centres undefined)	3	1	96	2	110	-0.7	102	-2	2
COc1ccc(N2CCN(Cc3cc(=O)oc4cc(-c5ccccc5)c(O)cc34)CC2)cc1	1	9	97	0	103	/	97	3	-3
Cc1cccnc1NC(=O)CSc1ccc2c(c1)OCCO2	-1	4	85	3	87	/	82	5	9
COc1ccc(N2CCN(C(=O)c3ccc(S(=O)(=O)N4CCOCC4)cc3)CC2)cc1	-2	2	94	0	97	0.1	104	2	8
COc1ccc(NC(=O)c2cccc(N3C(=O)C4CC=C(C)CC4C3=O)c2)c(OC)c1 (centres undefined)	6	5	100	2	97	-1.9	106	-1	1
Cc1cc2nnc(SCC(=O)N(C)C3CCS(=O)(=O)C3)n2c2ccccc12 (centres undefined)	-3	7	101	1	99	0.6	105	-14	-4
O=C(Nn1cnc2ccccc2c1=O)c1ccc(F)cc1Cl	3	1	101	0	97	-1.5	107	5	0
CCc1ccc(N2C(=O)Cc3c2nc(N)c(C#N)c3N)cc1	1	-7	109	4	100	1.2	103	9	9
